Screening results deposited in PubChem by Johns Hopkins Ion Channel Center.
TMEM16A inh – mouse TMEM16A channel inhibition, primary screen; Q8BHY3; HEK293 TMEM16A/YFP iodide influx fluorescence, ionomycin; normalized B-score (activity score, 25-100; higher = stronger inhibition) at 10 µM; 1.2% of 310,000 active; AID 588511;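 active = ratio plate-corrected score three or more library SD toward inhibition, starting fluorescence score within five deviations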;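 also: score derived from kinetic fluorescence span divided by baseline fluorescence per well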
KCNQ1 inh – blocks the human KCNQ1 potassium channel. P51787. CHO-K1 KCNQ1, FluxOR thallium flux fluorescence; active compounds read high. B-score at 10 µM. 1.3% of 310,000 active. AID 2642;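 active = compounds whose thallium flux B-score, printed positive for inhibition, exceeds three library SD while starting fluorescence stays within three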;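 also: channel opened by potassium depolarization with thallium stimulus after 20 min compound exposure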
RGS4 pot – RGS4 potentiation or activation | HEK293 M3R/inducible RGS4, carbachol calcium flux Fluo4; active compounds read low | B-score at 10 µM | 0.92% of 310,000 active | AID 463111;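 active = B-score of the integrated calcium signal more than 4 SD below the library mean, with starting fluorescence not abnormally high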;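 also: negative B-score means reduced calcium response which marks RGS4 activation or potentiation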
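System: HEK293 FlpIn-TREx cells, stable M3R, doxycycline-inducible RGS4. Timing: overnight RGS4 induction, 30 min dye load 37 °C, 20 min compound RT. Also added: carbachol, ECmax concentration. Measured by: Fluo4 fluorescence kinetic imaging of calcium. Evaluation: integrated calcium ratio converted to B score.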
MrgX1 agonist – human MrgX1 receptor agonism, primary screen. Q96LB2. MrgX1-HEK293 cells, Fluo-4 calcium fluorescence, agonist mode; active compounds read high. B-score at 10 µM. 0.44% of 310,000 active. AID 588627;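 active = calcium response B-score plate-corrected fluorescence ratio at least 3 library SD, with starting fluorescence B-score inside 5 SD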
Target sequence (Q96LB2 whole entry, looked up): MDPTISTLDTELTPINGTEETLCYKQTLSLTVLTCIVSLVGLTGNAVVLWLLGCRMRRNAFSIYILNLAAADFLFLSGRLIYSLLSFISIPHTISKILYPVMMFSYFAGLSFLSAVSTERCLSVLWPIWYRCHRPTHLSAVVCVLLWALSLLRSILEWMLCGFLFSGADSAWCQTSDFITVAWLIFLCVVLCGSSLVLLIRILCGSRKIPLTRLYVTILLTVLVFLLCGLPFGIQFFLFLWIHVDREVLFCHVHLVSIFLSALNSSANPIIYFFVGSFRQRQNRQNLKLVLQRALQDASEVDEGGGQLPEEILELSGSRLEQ
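times = overnight plating, then 30 min 37 °C plus 30 min room-temperature dye loading | assay system = stable human MrgX1 HEK293 cell line | input = fifteen thousand cells per well | signal = kinetic calcium dye fluorescence, Fluo-4 NW | dosing = compound delivered in addition one of three | read-out = B-scored fluorescence response ratio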
KCNK3 block – human KCNK3 channel inhibition, primary screen. O14649. CHO-KCNK3 thallium flux, FluxOR fluorescence; active compounds read low. B-score at 10 µM. 0.84% of 340,000 active. AID 602410;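 active = B-score under library mean minus 4 SD, starting fluorescence ratio at most library mean plus 5 SD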;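 also: more negative B-score means stronger inhibition of thallium flux through KCNK3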
hERG rescue – shields human hERG channel from block by proarrhythmic agents; Q12809; CHO-hERG, FluxOR thallium flux, dofetilide IC70 present; activation (rescue from dofetilide block), less the hit threshold, % at 10 µM; 0.51% of 310,000 active; AID 1511;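 active = activation above the mean of controls blocked by dofetilide plus 5 SD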;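 also: thallium influx through hERG after potassium depolarization seen as dye fluorescence rise; in these data hits start at about 4.7%; inactives centre near -7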
RGS4 block – human RGS4 inhibition; P49798; 0.45% of 310,000 active; B-score at 10 µM; AID 463165; HEK293 M3R/RGS4 inducible, Fluo-4 calcium flux; active compounds read high; triggered by carbachol at its EC20;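 active = B-score, a plate-corrected calcium signal, over three deviations above library mean, with baseline fluorescence within five deviations of library mean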;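 also: RGS4 expression induced by doxycycline in cells with stable M3 receptor; B-score is computed from the integrated fluorescence ratio over baseline after carbachol; higher B-score means a larger calcium signal and so more RGS4 inhibition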
Target sequence (P49798 whole entry, looked up): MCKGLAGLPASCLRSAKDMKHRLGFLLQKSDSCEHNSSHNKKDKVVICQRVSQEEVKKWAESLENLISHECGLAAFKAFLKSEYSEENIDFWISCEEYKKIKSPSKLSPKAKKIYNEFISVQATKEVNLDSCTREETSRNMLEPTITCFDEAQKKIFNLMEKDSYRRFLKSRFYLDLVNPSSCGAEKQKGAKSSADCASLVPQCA
ANO1 activ – activates or potentiates the mouse TMEM16A chloride channel; B-score at 10 µM; HEK293 TMEM16A/YFP-H148Q/I152L, iodide quench fluorescence; active compounds read low; AID 623877; 0.3% of 340,000 active;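 active = fluorescence-ratio B-score plate-corrected deviation score at least 3 library SD below zero, with starting fluorescence score within 5 deviations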;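 also: channel opened by trigger with iodide after compound preincubation; score built on the fluorescence ratio of max minus min over baseline; more negative score means more quench and so TMEM16A activation or potentiation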
KCNQ1 act – potentiates or activates the human KCNQ1 potassium channel; CHO-K1 KCNQ1, thallium flux FluxOR fluorescence; active compounds read high; B-score at 10 µM; 0.35% of 310,000 active;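 active = fluorescence ratio B-score, a plate-corrected score, at least three library SD, with initial intensity B-score within 5 SD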
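Assay system: CHO-K1 cells stably expressing KCNQ1; Medium: assay buffer with matched DMSO; Also added: K+/Tl+ depolarizing stimulus; Dosing: single dose; Timing: dye 90 min, compound 20 min, room temperature; Measured by: kinetic FluxOR thallium fluorescence, 10-s 1-Hz baseline, 110-s post-stimulus read; Read-out: peak-minus-minimum fluorescence over initial fluorescence, negative-control normalized, B-scored.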
MrgX1 PAM – human MrgX1 positive allosteric modulation, primary screen | B-score at 10 µM | MrgX1-HEK293, Fluo-4 calcium flux, FDSS; active compounds read high | 0.63% of 310,000 active | AID 588675;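 active = plate-corrected calcium response at least 3 library SD above typical, normal starting fluorescence, not activating the receptor alone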;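 also: compound read alongside a low EC10 to EC30 dose of BAM8-22 agonist; peak minus trough fluorescence over baseline measured at the second addition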
KCNK9 block – inhibitors of human KCNK9 two-pore domain potassium channel; HEK293 KCNK9, FluxOR thallium flux fluorescence; active compounds read low; 1.2% of 310,000 active; AID 488922; B-score at 10 µM; Q9NPC2;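 active = ratio B-score over 3 SD below the library mean, with starting fluorescence within 5 SD of its mean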;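 also: negative B-score means less thallium flux so channel inhibition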
Target sequence (Q9NPC2 whole entry, looked up, the tested form may be a part): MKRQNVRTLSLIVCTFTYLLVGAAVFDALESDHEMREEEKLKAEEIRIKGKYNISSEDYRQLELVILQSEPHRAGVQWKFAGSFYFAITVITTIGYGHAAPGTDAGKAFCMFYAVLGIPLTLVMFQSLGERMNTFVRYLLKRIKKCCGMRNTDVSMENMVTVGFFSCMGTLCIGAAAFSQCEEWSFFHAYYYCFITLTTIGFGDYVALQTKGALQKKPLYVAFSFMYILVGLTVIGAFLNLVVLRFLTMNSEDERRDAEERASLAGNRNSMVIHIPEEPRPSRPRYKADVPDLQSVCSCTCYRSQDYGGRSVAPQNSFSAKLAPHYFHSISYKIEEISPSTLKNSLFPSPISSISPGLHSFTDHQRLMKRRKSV
* marks the source's active call; other numbers are inactive results; i = inactive; / = not tested or not shown. Compounds were not picked by outcome. Share with any hit: about 6.3%.

SMILES	TMEM16A inh	KCNQ1 inh	RGS4 pot	MrgX1 agonist	KCNK3 block	hERG rescue	RGS4 block	ANO1 activ	KCNQ1 act	MrgX1 PAM	KCNK9 block
COc1ccccc1C(=O)Nc1ccccc1N1CCN(S(C)(=O)=O)CC1	i	i	i	i	i	-21.2	i	i	i	i	i
Cc1ccc(C(=O)N/N=C\c2ccc(-c3ccc(Cl)c(Cl)c3)o2)cn1	i	i	i	i	i	-15.8	i	i	i	i	i
CN(CC(=O)NC1CCCCCC1)S(=O)(=O)c1cnc[nH]1	i	i	i	i	i	-2.1	i	i	i	i	i
CCOc1cc(/C=N\NC(=O)OC)ccc1OC(=O)c1ccco1	i	i	i	i	i	-9.9	i	i	i	i	i
Cc1c(Br)ccc(NC(=O)COc2ccccc2C(N)=O)c1C	i	i	i	i	i	-2.7	i	i	i	i	i
CN(C(=O)CN1C(=O)S/C(=C\c2ccc(Cl)cc2)C1=O)C1CCS(=O)(=O)C1 (centres undefined)	i	i	i	i	i	-7.6	i	i	i	i	i
O=C1OC(c2ccc(F)cc2)=N/C1=C\C=C/c1ccccc1	i	i	i	i	i	-5.5	i	i	i	i	i
CC1=CCC(C(=O)O)(C(=O)N/N=C/c2cccs2)C(c2ccc(F)cc2)C1 (centres undefined)	i	i	i	i	i	-1.0	i	i	i	i	i
COc1ccc2cc(C)c3nnc(SCC(=O)Nc4nc(-c5ccccc5)cs4)n3c2c1	i	i	i	i	i	-9.1	i	i	i	i	i
O=C1N(Cc2cccnc2)C[C@@H]2C[C@@H](c3ccc(C(F)(F)F)cc3)N3CCC[C@@]123	i	i	i	i	i	-10.9	i	i	i	i	i
CC(C)(Oc1ccc(Cl)cc1)C(=O)NC1CCCCC1	i	i	i	i	i	-7.9	i	i	i	i	i
O=C(/C=C/c1ccc(OC2CSC2)cc1)c1ccc(Cl)cc1	i	i	i	i	i	-11.2	i	i	i	i	i
COc1ccc(OC)c(C(c2nnnn2Cc2ccco2)N2CCN(C)CC2)c1 (centres undefined)	i	i	i	i	i	-9.2	i	i	i	i	i
CC(C)C(C(=O)NCc1ccco1)N(CC1CCCO1)C(=O)CNS(=O)(=O)c1ccc(F)cc1 (centres undefined)	i	i	i	i	i	0.2	i	i	i	i	i
CCCCn1c(=O)[nH]c(=O)c2c1nc(COc1ccc(C#N)cc1)n2CCC	i	i	i	i	i	-1.4	i	i	i	i	i
O=S(=O)(Nn1c(O)c(C=C2N=c3ccccc3=N2)sc1=S)c1ccccc1	i	i	i	i	i	-11.3	i	i	i	i	i
N=C1C(c2nc3ccccc3c(=O)[nH]2)=C(O)CN1CCO	i	i	i	i	i	-3.0	i	i	i	i	i
COCCN1CCn2c(nc3cc(NC(=O)Cn4nc(C)c5ccccc5c4=O)ccc32)C1	i	i	i	i	i	-6.7	i	i	i	i	i
CC1(C)CC(=O)c2sc(NC(=O)CN3CCCCC3)nc2C1	i	i	i	i	i	-5.7	i	i	i	i	i
O=C(NCc1cccs1)C1CCC(CNS(=O)(=O)c2ccc(Br)s2)CC1 (centres undefined)	i	i	i	i	i	-3.8	i	i	i	i	i
CC(C)CNc1nc(N)c([N+](=O)[O-])c(N2CCCCCC2)n1	i	i	i	i	i	-11.2	i	i	i	i	i
Cn1c(-c2ccccc2Br)n[nH]c1=S	i	i	i	i	i	-0.6	i	i	i	i	i
Cc1nc(NC(=S)NC(=O)c2cncc(Br)c2)ccc1Br	i	i	i	i	i	-4.8	i	i	i	i	i
Cc1ccc(S(=O)(=O)N/N=C\c2cc([N+](=O)[O-])ccc2Cl)cc1	i	i	i	i	i	-2.5	i	i	i	i	i
CC(=O)c1ccccc1NC(=O)CSc1nnc(Cc2csc(C)n2)o1	i	i	i	i	i	-4.5	i	i	i	i	i
Cc1nc(SCc2ccccc2)c([N+](=O)[O-])[nH]1	i	i	i	i	i	-8.4	i	i	i	i	i
CCC(c1nnnn1C(C)(C)C)N1CCN(c2cc(Cl)ccc2C)CC1 (centres undefined)	i	i	i	i	-8.88*	-4.6	i	i	i	i	-9.92*
CC(=O)N1N=C(N)SC1c1cccc([N+](=O)[O-])c1 (centres undefined)	i	i	i	i	i	-11.1	i	i	i	i	i
C(=C\c1ccccc1)/C=N/Nc1nc2ccccc2[nH]1	i	i	i	i	i	-5.8	i	i	i	i	i
Cc1ccc(CSCC(=O)NCCCN2CCOCC2)cc1	i	i	i	i	i	-2.5	i	i	i	i	i
CC(=O)N/C(=C\c1ccc(F)cc1)C(=O)NC(C(=O)O)C(C)C (centres undefined)	i	i	i	i	i	-4.3	i	i	i	i	i
COC1Cc2ccccc2N(C(N)=O)c2ccccc21 (centres undefined)	i	i	i	i	i	-7.9	i	i	i	i	i
COc1ccc(CN(C)Cc2c(O)ccc3cc(Br)ccc23)cc1OC	i	i	i	i	i	-16.7	i	i	i	i	i
CCNC(=O)n1cc(-n2cncn2)c(-c2ccccc2)n1	i	i	i	i	i	-9.8	i	i	i	i	i
CC(c1cccs1)N(Cc1ccco1)C(=O)Nc1ccc(Cl)c(Cl)c1 (centres undefined)	i	19*	i	i	-10.9*	-9.8	i	i	i	i	-13.8*
COCCOC(=O)c1c(NC(=O)CNc2ccc(C)c(F)c2)sc(C(N)=O)c1C	i	i	i	i	i	-9.8	i	i	i	i	i
Cc1cc(C(=O)NN)c2cc(Br)ccc2n1	i	i	i	i	i	-6.0	i	i	i	i	i
Clc1ccc(Cn2ncc3c(NCc4ccccc4)ncnc32)c(Cl)c1	i	i	i	i	/	-3.7	i	/	i	i	i
CC(C)[C@H](NC(=O)[C@@H]1Cc2ccccc2CN1C(=O)OC(C)(C)C)C(=O)NC1CCCC1	i	i	i	i	i	-6.0	i	i	i	i	i
NC(=O)C1CCN(C(=O)C2CCC(=O)N(Cc3ccc(Cl)cc3)C2)CC1 (centres undefined)	i	i	i	i	i	-10.1	i	i	i	i	i
CCC(=O)Nc1cccc(NC(=S)NC(=O)c2ccc(Cl)cc2)c1	i	i	i	i	i	-9.5	i	i	i	i	i
Cc1ccc(C(=O)NCC(=O)O)s1	i	i	i	i	i	-6.0	i	i	i	i	i
Cc1cccc(C(=O)NC(=S)Nc2ccc(N3CCOCC3)cc2)c1	i	i	i	i	i	-5.4	i	i	i	i	i
COc1ccc(NC(=O)c2cnc3sccn3c2=O)cc1	100*	i	i	i	i	-12.3	i	i	i	i	i
COc1ccc(CNC(=O)Cc2ccc(OC)c(S(=O)(=O)N3CCOCC3)c2)cc1	i	i	i	i	i	-9.4	i	i	i	i	i
CN(C)S(=O)(=O)c1ccc(/C(O)=C2/C(=O)C(=O)N(Cc3cccnc3)C2c2cccs2)cc1 (centres undefined)	i	i	i	i	i	-0.3	i	i	i	i	i
CCOc1ccc2[nH]c(=S)[nH]c2c1	i	i	i	i	i	-6.3	i	i	i	i	i
Cc1cccc(C)c1NC(=O)CN(C)C(=O)c1ccccc1OCc1ccc(F)cc1	i	i	i	i	i	-10.4	i	i	i	i	i
COc1ccc(/C(C)=N/OCC(=O)N=Nc2c(O)[nH]c3ccccc23)cc1	i	i	i	i	i	-4.1	i	i	i	i	i
COc1ccc(NC(=O)C2=CC(c3ccco3)=NS(=O)(=O)N2C)cc1	i	i	i	i	i	-7.8	i	i	i	i	i
Cc1nnc(N2CCCC(C(=O)NCc3ccc(OC(C)C)cc3)C2)c2nn(-c3ccccc3)c(C)c12 (centres undefined)	i	i	i	i	i	-11.7	i	i	i	i	i
CCCc1ccc2oc(C(=O)N3CCN(C4CCS(=O)(=O)C4)CC3)c(C)c2c1 (centres undefined)	i	i	i	i	i	-10.8	i	i	i	i	i
Clc1ccc(Cn2ncc3c(NCc4ccco4)ncnc32)c(Cl)c1	i	i	i	i	/	-6.9	i	/	i	i	i
COc1ccccc1CNC(=O)Cn1cnnn1	i	i	i	i	i	-3.9	i	i	i	i	i
CN(C)CCCOC(=O)c1sc2ccccc2c1Cl	i	i	i	i	i	-8.5	i	i	i	i	i
Cc1ccc(NC(=O)c2ccccc2Cl)c(Cl)c1	i	i	i	i	i	-4.5	i	i	i	i	i
O=C(O)c1n[nH]c2c1CCCC2	i	i	i	i	i	-0.7	i	i	i	i	i
Cc1cccc(C)c1OC1(c2ccccc2)OC(=O)c2ccccc21 (centres undefined)	i	9*	i	i	i	-16.3	i	i	i	i	-19.2*
O=C(O)CN=C(NS(=O)(=O)c1ccc(Cl)cc1)c1ccccc1	i	i	i	i	i	-7.4	i	i	i	i	i
COc1cc(/C=C/C(=O)N2CCN(C(=O)/C=C/c3cc(OC)c(OC)c(OC)c3)CC2)cc(OC)c1OC	i	i	i	i	i	-2.5	i	i	i	i	i

Additional structures.
SMILES	TMEM16A inh	KCNQ1 inh	RGS4 pot	MrgX1 agonist	KCNK3 block	hERG rescue	RGS4 block	ANO1 activ	KCNQ1 act	MrgX1 PAM	KCNK9 block
O=C(OCc1cccnc1)C1=Cc2ccccc2OC1	i	i	i	i	i	-5.0	i	i	i	i	i
CCCC(=O)NNC(=O)CC(=O)Nc1ccccc1C(=O)O	i	i	i	i	i	-9.7	i	i	i	i	i
C/C(=N/NC(=O)c1ccoc1C)c1ccc(NC(=O)C2CCCC2)cc1	i	i	i	i	i	-9.2	i	i	i	i	i
CC(CNC(=O)C(C)C)NC(=O)C(C)C (centres undefined)	i	i	i	i	i	-9.1	i	i	i	i	i
CC(C)CCN1C(=O)c2ccc(C(=O)NCc3ccco3)cc2C1=O	i	i	i	i	i	-5.0	i	i	i	i	i
COCCOC(=O)C1=C(C)NC(=O)NC1/C=C/c1ccccc1 (centres undefined)	i	i	i	i	i	-2.8	i	i	i	i	i
O=C(CN1C(=O)C2CCCCC2C1=O)OCC(=O)c1ccc(Cl)s1 (centres undefined)	i	i	i	i	i	-14.5	i	i	i	i	i
COc1ccc(CCN(C)C2CCCN(S(=O)(=O)c3ccc(C)cc3)C2)cc1OC (centres undefined)	i	i	i	i	i	-17.7	i	i	i	i	i
COc1ccc(Nc2nc(N3CCCCC3)nc(N3CCCCC3)n2)c(OC)c1	i	i	i	i	i	-9.1	5.49*	i	i	i	i
